Screening data (PubChem)
BCLXL inh: inhibitors of human Bcl-xL, primary screen, biochemical, fluorescence polarization, HTS | 320,000 compounds, 0.7% hits | GST-Bcl-xL / FITC-Bim BH3 peptide fluorescence polarization | inhibition, % at 10.9 µM | Bcl-2-like protein 1 (Homo sapiens), Q07817;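 active = inhibition above the mean of all tested compounds plus 3 SD, cutoff set per campaign, cut at about 30% in these data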;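 note: 0% = DMSO wells and 100% = unlabeled Bim-BH3 peptide competitor; inhibitors lower millipolarization by displacing the labeled peptide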
MCL1 BIM primary: inhibitors of MCL1 binding to BIM-BH3, primary screen, biochemical, fluorescence polarization. Induced myeloid leukemia cell differentiation protein Mcl-1 (Homo sapiens), Q07820. GST-MCL1 / FITC-Bim-BH3 fluorescence polarization. inhibition, % at 10.9 µM. 320,000 compounds, 0.68% hits. AID 2057, 2009;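 active = inhibition above the mean inhibition of all tested compounds plus 3 SD, set per campaign, cut at about 40% in these data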;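 note: 0% = DMSO wells and 100% = unlabeled Bim-BH3 peptide control; higher means more loss of mP so more displacement of Bim peptide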
GLD-1 RNA inh: GLD-1/TGE RNA complex disruptors, primary screen, biochemical, fluorescence polarization; Female germline-specific tumor suppressor gld-1 (Caenorhabditis elegans), Q17339; purified GLD-1 + fluorescein TGE RNA; inhibition, % at 5.96 µM; 320,000 compounds, 0.44% hits; AID 2280, 2010;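 active = percent inhibition above a per-plate cutoff, the plate mean of test compounds plus 3 SD, cut at about 30% in these data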;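 note: 0% = DMSO wells with GLD-1 and probe and 100% = wells lacking GLD-1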
Target sequence (Q17339 whole entry, looked up): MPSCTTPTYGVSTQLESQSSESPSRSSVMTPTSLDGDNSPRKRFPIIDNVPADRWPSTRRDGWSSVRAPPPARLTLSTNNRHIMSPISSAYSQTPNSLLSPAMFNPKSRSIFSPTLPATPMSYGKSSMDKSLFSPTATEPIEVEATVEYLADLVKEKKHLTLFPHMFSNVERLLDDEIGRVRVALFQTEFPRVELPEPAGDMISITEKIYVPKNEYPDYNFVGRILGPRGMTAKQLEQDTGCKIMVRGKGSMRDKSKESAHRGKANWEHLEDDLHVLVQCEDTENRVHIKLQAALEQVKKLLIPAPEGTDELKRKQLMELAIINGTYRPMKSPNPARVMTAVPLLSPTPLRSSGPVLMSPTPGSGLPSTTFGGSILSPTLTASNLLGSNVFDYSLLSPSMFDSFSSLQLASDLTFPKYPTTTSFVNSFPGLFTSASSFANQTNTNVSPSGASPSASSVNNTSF
Fam108B counter: mouse Fam108B serine hydrolase inhibitors, primary screen, counter-screen for RBBP9 inhibitor project, biochemical, fluorescence polarization; recombinant Fam108B, FP-Rh probe fluorescence polarization; 300,000 compounds, 0.33% hits; inhibition, % at 9.51 µM;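 active = inhibition above the screen mean inhibition plus 3 SD, computed separately per campaign, cut at about 18% in these data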;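 note: inhibitors lower polarization as less probe binds the enzyme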
PME-1 inh: PME-1 inhibitors via competitive probe labeling, primary screen, biochemical, fluorescence polarization, FP-Rh probe, HTS; inhibition, % at 5.9 µM; 320,000 compounds, 0.53% hits; Protein phosphatase methylesterase 1 (Homo sapiens), Q9Y570; recombinant PME-1; AID 2130, 2009;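 active = inhibition above the campaign mean of all compounds plus 3 SD, cut at about 26% in these data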;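 note: competitive labeling of PME-1 active site by serine hydrolase directed probe; 0% = PME-1 with DMSO and 100% = wells lacking PME-1 enzyme; inhibitors block probe labeling so polarization falls and inhibition rises; many of its hits are not listed in these tables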
MEX-5 binding: MEX-5 zinc finger RNA-binding disruptors – biochemical, C. elegans, fluorescence polarization, MLPCN library, primary screen | AID 1832, 2009 | MEX-5/FITC-TCR2 RNA binding; stronger effect = lower value | Zinc finger protein mex-5 (Caenorhabditis elegans), Q9XUB2 | 300,000 compounds, 0.38% hits | activity score (negative = inhibition of binding), % at 10 µM;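 active = inhibition past about -25% in most replicates, and total fluorescence under double the plate's negative control median, limit read from the data; inconclusive = replicates evenly split on the limit, or fluorescence at least double controls; inactive = too little inhibition in most replicates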;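 note: 0% = DMSO and -100% = 5 µM competing unlabeled TCR2 RNA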
PAD4 FP inh: human PAD4 inhibitors, primary screen, biochemical, fluorescence polarization, 1536-well format; Protein-arginine deiminase type-4 (Homo sapiens), Q9UM07; 330,000 compounds, 0.41% hits; recombinant PAD4, RCA probe fluorescence polarization; inhibition, % at 6.36 µM; AID 485272, 2010;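 active = percent inhibition above a cutoff equal to the mean of all tested compounds plus 3 SD, cut at about 15% in these data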;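 note: 0% = PAD4 with RCA probe and DMSO and 100% = probe without PAD4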
Target sequence (Q9UM07 whole entry, looked up): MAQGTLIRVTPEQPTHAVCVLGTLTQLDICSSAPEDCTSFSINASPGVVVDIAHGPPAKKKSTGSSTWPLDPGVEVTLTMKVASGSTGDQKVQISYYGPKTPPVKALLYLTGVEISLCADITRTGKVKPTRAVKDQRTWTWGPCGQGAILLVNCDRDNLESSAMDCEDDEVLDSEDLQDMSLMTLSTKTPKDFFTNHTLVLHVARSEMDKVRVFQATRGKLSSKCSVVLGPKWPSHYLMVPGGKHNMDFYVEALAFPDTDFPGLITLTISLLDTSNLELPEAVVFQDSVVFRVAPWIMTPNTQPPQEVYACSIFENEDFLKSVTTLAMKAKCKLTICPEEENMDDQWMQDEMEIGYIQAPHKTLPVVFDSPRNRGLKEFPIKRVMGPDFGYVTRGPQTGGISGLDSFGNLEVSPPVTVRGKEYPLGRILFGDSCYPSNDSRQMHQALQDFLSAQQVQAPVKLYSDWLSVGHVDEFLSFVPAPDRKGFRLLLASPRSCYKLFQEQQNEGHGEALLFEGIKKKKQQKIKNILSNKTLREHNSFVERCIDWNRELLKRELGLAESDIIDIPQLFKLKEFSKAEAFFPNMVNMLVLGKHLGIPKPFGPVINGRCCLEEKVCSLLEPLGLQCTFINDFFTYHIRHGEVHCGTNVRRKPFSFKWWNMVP
TPT1 inhibitor: Candida albicans TPT1 enzyme inhibitors, primary screen, biochemical, fluorescence polarization; tRNA 2'-phosphotransferase TPT1 (Candida albicans SC5314); recombinant caTPT1, FP RNA substrate dephosphorylation; inhibition, % at 5 µM; 300,000 compounds, 0.81% hits; AID 1962, 2009;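 active = inhibition above the mean of all tested compounds plus 3 SD, set per screening campaign, cut at about 24% in these data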;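 note: plate controls were DMSO alone for no effect and ferristatin control at 100 nM for full effect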
GSTO1 counter: inhibitors of recombinant GSTO1, primary screen, counter-screen for RBBP9 inhibitor project, biochemical, fluorescence polarization. Glutathione S-transferase omega-1 (Homo sapiens), P78417. inhibition, % at 5.96 µM. 300,000 compounds, 1.1% hits. activity-based probe fluorescence polarization. AID 1974, 2009;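 active = inhibition above the campaign mean inhibition plus 3 SD, cut at about 35% in these data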;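 note: 0% = GSTO1-1 with DMSO and 100% = wells lacking GSTO1-1 enzyme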
* = called active by the depositor; ? = inconclusive; · = no result given.

SMILES	BCLXL inh	MCL1 BIM primary	GLD-1 RNA inh	Fam108B counter	PME-1 inh	MEX-5 binding	PAD4 FP inh	TPT1 inhibitor	GSTO1 counter
Cc1ccc(C)c(NS(=O)(=O)c2ccc(OCC(=O)NCc3ccccn3)cc2)c1	3	6	4	3	-3	1.5	-4	3	-11
CCOc1ccc(-c2csc(NC(=O)c3ccc(S(=O)(=O)N4CCc5ccccc5C4)cc3)n2)cc1	1	-1	5	-14	-10	1.1	-3	-1	0
COc1cc(CO)cc(-c2cc(CO)cc(OC)c2OC)c1OC	4	4	4	-1	3	-1.7	2	-5	5
NC(=NCCc1c[nH]c2ccccc12)NC(=O)c1ccc(Cl)cc1	-3	-2	9	0	4	·	-1	-4	-8
COc1ccc(NC(=O)NCCc2ccc(Cl)cc2)cc1OC	5	-2	6	-1	-7	-1.4	-4	-1	8
CCC/C=N/NC(=O)c1ccc(F)cc1	-3	-5	-4	0	-3	0.5	-7	0	6
O=C(CN1C(=O)C2CC=CCC2C1=O)OCCN1C(=O)c2ccccc2C1=O (configuration not stated)	10	13	1	-3	-10	-3.1	-14	-4	-3
Cc1ccc(S(=O)(=O)Oc2ccccc2/C=N/Nc2ccc(C(=O)O)cc2)cc1	1	-3	5	8	12	1.1	-2	2	-42
O=Cc1cnc(N2CCN(c3ccccc3)CC2)s1	5	-5	3	-2	3	-3.7	-1	-4	1
CCCCCCCN1C2=NCCCN2c2ccccc21	7	4	6	0	-3	0.9	2	-2	10
CC(=O)Nc1cccc(NC(=O)CSc2nc(=O)n(CCCN3CCOCC3)c3c2CCC3)c1	-2	0	-5	-3	-3	-1.7	3	3	-8
CCOC(=O)c1ccc(OCCOc2cccc(C)c2)cc1	4	7	5	2	-4	0.0	7	-2	0
COc1ccc(-c2c(C)n([O-])c3c([n+]2=O)CCCCC3)cc1	6	-1	-1	9	-10	-0.3	7	1	-1
O=C(N/N=C/c1sc(N2CCCCC2)nc1-c1cccs1)C1CC1	-4	2	-2	5	7	0.0	2	-1	-6
CCOC(=O)CCP(=O)(O)C(O)c1ccccc1 (configuration not stated)	5	8	11	2	1	-0.2	-2	-4	14
Cn1c(=O)c(C(=O)CN2CCCCCC2)c(N)n(Cc2ccccc2)c1=O	-6	-4	-1	-2	3	0.1	-6	-1	-7
C=C(C)C(=O)N1CC2(CC(c3cccc(NC(=O)/C=C\C)c3)=NO2)C[C@H]1C(N)=O (some centres not stated)	8	7	-7	0	4	2.9	-3	-3	4
CCCCNC(=O)COC(=O)c1cc(Br)ccc1Cl	6	-1	-2	2	-4	-0.1	-4	1	1
C/C(=N\NC(=O)c1c(Br)c(C)nn1C)c1cccc(NC(=O)c2ccccc2F)c1	3	7	-5	0	-9	2.0	-2	-3	0
O=C1CCCCC1Sc1nnc(Nc2ccccc2)s1 (configuration not stated)	-9	-3	4	0	1	1.0	2	-1	1
COc1ccccc1NC(=S)NCc1cccs1	4	6	-2	-2	7	1.6	-4	0	0
COc1cc(OC)cc(C(=O)NC(C(=O)Nc2ccc3c(c2)OCO3)C(C)C)c1 (configuration not stated)	4	-2	11	·	-6	·	2	·	·
COc1cc(/C=C2\SC(=S)N(C(Cc3ccccc3)C(=O)O)C2=O)ccc1O (configuration not stated)	-10	-5	-37	-197	-271	48	-78	33*	-229
CCOc1ccc2ccccc2c1/C=N/n1cncn1	5	6	6	0	2	-0.7	-1	-2	2
Cc1csc(NC(=O)c2nc3nc(C)cc(C)n3n2)n1	1	-1	9	1	-7	-1.4	1	-4	3
O=C(Nc1ccc(-c2nc3ccccc3[nH]2)cc1)c1ccco1	5	0	-4	1	-16	0.6	2	2	-16
O=C(O)CSC1c2ccccc2C(=O)N1Cc1ccccc1 (configuration not stated)	-4	-4	5	-2	-5	-1.3	1	0	2
CC(=O)Nc1cccc(C(=O)Nc2ccc(S(=O)(=O)NC3=NCCCCC3)cc2)c1	8	3	1	-3	1	0.4	-5	-3	1
CC12CCC(C(=O)NCC3CCCO3)(OC1=O)C2(C)C (configuration not stated)	5	4	0	-2	3	-1.1	-1	-3	-4
O=c1c([N+](=O)[O-])c(N2CCOCC2)c2ccccc2n1-c1ccccc1	7	1	4	-4	3	-0.5	-5	-1	5
COC(=O)C(Cc1ccccc1)NC(=O)CNC(=O)c1ccccc1OC (configuration not stated)	6	7	1	0	3	31	3	-2	0
CC(C)Oc1ccc(CNC2CCOC(C)(C)C2)cc1 (configuration not stated)	1	4	7	-4	0	-1.7	-2	3	9
CC(C)(C)c1ccc(-n2ncc3c2CCCC3NC(=O)CCn2cncn2)cc1 (configuration not stated)	-1	0	3	2	-3	1.1	-2	-7	2
O=C(Nc1ccc(S(=O)(=O)Nc2nccs2)cc1)c1cnc(Cl)c(Cl)c1	-29	-43	-44	3	7	?	-4	33*	5
COc1ccc(N2C(=O)CC(NNC(=O)c3cccnc3)C2=O)cc1 (configuration not stated)	6	4	4	-1	7	0.3	5	1	1
CCC(C)c1ccccc1N=Cc1ccc2c(c1)OCO2 (configuration not stated)	1	2	3	0	-7	2.0	1	-2	3
C/C(=N\NS(=O)(=O)c1ccc([N+](=O)[O-])cc1)c1ccc(NC(=O)c2ccco2)cc1	0	-5	0	-6	7	1.8	-1	3	4
CC(=O)NCCOC(=O)Nc1sc(=S)n(C)c1C	0	5	-1	3	5	2.0	1	-2	-5
CCn1nc(NS(=O)(=O)c2ccc([N+](=O)[O-])cc2)c2cc3cc(C)ccc3nc21	12	13	-1	10	3	1.2	1	-2	-2
Cc1ccc(/C([O-])=C(/C(=S)Nc2ccc(SC(F)F)cc2)[n+]2ccccc2)cc1[N+](=O)[O-]	8	2	5	6	3	-0.9	-5	2	-12
CN1CCN(c2ccc(S(=O)(=O)N3CCOCC3)cc2NC(=O)COc2ccc(F)cc2Cl)CC1	3	5	-1	3	7	-0.3	-4	3	-3
O=C(c1cccc(-c2ccccc2)c1)N1CC[C@@H](N2CCC(O)CC2)[C@H](O)C1	2	-5	-16	0	-4	-2.7	-5	14	-1
C=CCSc1nc2ccccc2n1C(=O)/C=C/c1ccc(OC)c(OC)c1	1	4	0	2	3	0.3	1	2	12
Cc1c(NC(=S)Nc2ccc(Cl)cc2)c(=O)n(-c2ccccc2)n1C	7	5	5	5	-4	2.7	-3	2	13
c1ccc(OCCCN2CCCC2)cc1	4	6	8	-1	0	0.6	-1	-1	4
Nc1ncnc2c1ncn2C1CCCO1 (configuration not stated)	5	3	5	0	1	·	-4	-3	2
Cc1nc(-c2ccc(S(=O)(=O)N3CCCCCC3)cc2)cs1	5	5	2	2	-2	0.0	-1	1	2
CC(C)c1ccc(NC(=O)CN2C(=O)c3ccccc3S2(=O)=O)cc1	2	3	-5	-6	20	-0.2	-11	3	-1
O=C(NCCC1=CCCCC1)C1CCC(=O)N(Cc2ccc(Cl)cc2)C1 (configuration not stated)	3	-3	3	-4	4	1.5	3	1	2
COc1ccc(CCNC(=O)c2cc(COc3c(F)cccc3F)on2)c(OC)c1	0	-3	7	4	4	-0.4	2	0	8
O=C(COc1ccc(Cl)cc1)NCCN1CCCC1	1	7	1	-2	4	0.6	-2	2	-1
O=C(CSc1nnnn1-c1cccnc1)NCc1cccs1	1	4	1	-1	0	-2.6	2	0	0
COc1ccc(CC2CC(=O)N(c3ccc(C)cc3)C2=O)cc1 (configuration not stated)	2	2	-5	2	-2	-2.9	3	-1	-2
COc1cc(NS(=O)(=O)c2ccc(NC(=S)NC(=O)/C=C/c3ccc(F)cc3)cc2)ncn1	-1	-1	-2	-7	-3	-0.4	-8	2	1
COc1nc(-c2cccs2)cc(-c2ccc(C)cc2)c1C#N	-3	-2	6	-6	0	-0.7	-5	1	4
O=C(CSc1nc2c(c(C(F)(F)F)n1)CCc1ccccc1-2)NCc1ccco1	-4	-1	-2	-4	0	1.8	-4	5	-9
CCOc1cc(/C=N\NC(=O)Cn2nc([N+](=O)[O-])cc2C)ccc1OCc1cccc2ccccc12	4	6	5	-16	-25	1.0	2	-1	-17
COC(=O)CSc1nccc(-c2cccs2)n1	2	2	0	25*	3	-2.4	2	1	11
CC(C)(C)C(=O)N1CCN(c2ccc([N+](=O)[O-])cc2Cl)CC1	7	1	3	0	-1	0.7	3	-3	-1
Cc1noc(C)c1COc1cccc(C(=O)Oc2ccc3c(c2)OCO3)c1	2	-3	10	-1	-9	1.8	6	-3	3

The list continues.
SMILES	BCLXL inh	MCL1 BIM primary	GLD-1 RNA inh	Fam108B counter	PME-1 inh	MEX-5 binding	PAD4 FP inh	TPT1 inhibitor	GSTO1 counter
CC(C)(C)c1ccc(NC(=O)COC(=O)C2CCCC2)cc1	0	-2	2	·	-2	·	-11	·	·
O=c1c(Cl)c(N/N=C/c2ccc(Cl)cc2)cnn1-c1ccccc1	-4	7	1	-9	-12	0.0	-9	-1	9
CCCc1ccc(OCC(=O)O)cc1	9	11	-3	6	-1	-1.9	-3	-4	21
Cc1nc(-c2ccc3c(c2)OCO3)cs1	7	0	2	8	1	-3.0	4	0	5
Cc1cc(C)n(-c2nc3ccccc3nc2N2CCN(C(=O)c3ccc(F)cc3)CC2)n1	1	2	-3	6	-2	1.0	1	0	7
N#Cc1c2n(c3c(=O)n(Cc4ccccc4)cnc13)CCCC2	1	6	1	-1	4	-2.0	3	3	2
CC(C)c1ccc(C2(C)NC(=O)N(CC(=O)NC3CCCC(C)C3C)C2=O)cc1 (configuration not stated)	2	6	12	·	3	·	0	·	·
CCn1c(SCC(=O)NC2CCCC2)nnc1-c1ccoc1C	1	0	-5	4	2	-1.4	-3	-2	0
O=C(NCc1ccco1)c1nn(-c2ccccc2)c(=O)c2ccccc12	-1	-1	4	-2	1	-0.8	-2	0	-6
COc1ccc(CC(=O)O/N=C(\N)c2cccc([N+](=O)[O-])c2)cc1	5	3	8	2	-1	2.9	-2	3	5
COC(=O)c1ccc(C(NC(=O)OCc2ccccc2)/C(F)=C/[C@@H](C)C(=O)NCc2ccc(OC)c(OC)c2)cc1 (some centres not stated)	0	-1	7	-1	-1	·	-3	-2	4
CCOc1ccccc1NC(=O)C(OC(=O)c1ccc(CC)cc1)c1ccccc1 (configuration not stated)	2	16	6	-4	-5	-0.4	-14	0	0
CCC(CC)C(=O)Nc1nnc(S(=O)(=O)N2CCc3ccccc32)s1	-2	5	10	2	2	0.4	1	0	-17
CC(=O)NC1C(=O)N(CCN2CCOCC2)c2ccc(Br)cc21 (configuration not stated)	9	4	1	7	6	-0.8	4	-3	-4
Cc1ccc2cc(C(=O)O)c(C)nc2c1	5	9	-10	2	0	1.3	-2	1	0

Some of the compounds tested; rates above refer to the full screens.
